FLuc counter: qHTS profiling assay for firefly luciferase inhibitor/activator using purifed enzyme and Km concentrations of substrates (counterscreen for miR-21 project). Luciferin 4-monooxygenase (Photinus pyralis), P08659. purified FLuc, Km substrates, luminescence inhibition. Potency, µM (highest dose often 57.5 µM), for inactives: at the top dose activity change, negative = inhibition, actives largely listed as inhibitors. actives 6.9% (n = 360,000). AID 588342, 2011;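 also: plate controls were vehicle for no effect and reference inhibitor for full effect; nearly all actives have a fitted effect of over 55% in size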
Target sequence (P08659 whole entry, looked up): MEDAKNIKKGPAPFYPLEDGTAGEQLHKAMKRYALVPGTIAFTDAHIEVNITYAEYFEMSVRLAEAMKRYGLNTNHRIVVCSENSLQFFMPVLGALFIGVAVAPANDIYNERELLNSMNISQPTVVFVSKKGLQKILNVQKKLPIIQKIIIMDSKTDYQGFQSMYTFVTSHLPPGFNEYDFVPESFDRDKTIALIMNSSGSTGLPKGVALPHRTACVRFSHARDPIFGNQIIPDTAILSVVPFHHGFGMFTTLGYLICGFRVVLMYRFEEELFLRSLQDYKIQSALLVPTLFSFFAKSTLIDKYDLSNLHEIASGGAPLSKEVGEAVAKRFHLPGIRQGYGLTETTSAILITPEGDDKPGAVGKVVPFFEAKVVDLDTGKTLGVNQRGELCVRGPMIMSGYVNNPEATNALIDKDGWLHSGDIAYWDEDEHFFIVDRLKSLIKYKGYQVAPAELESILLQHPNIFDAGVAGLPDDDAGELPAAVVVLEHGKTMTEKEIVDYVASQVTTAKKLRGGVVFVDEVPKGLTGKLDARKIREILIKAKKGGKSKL
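Purified P. pyralis luciferase (10nM final) with 10uM D-luciferin and 10uM ATP (Km levels) in 50mM Tris acetate pH 7.5, 10mM Mg acetate, 0.01% Tween-20, 0.05% BSA; qHTS 6-point titration, ~60 µM downward; luminescence read.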
Rab9 prom act: qHTS Assay for Rab9 Promoter Activators; actives 2.8% (n = 320,000); Potency, µM (titrated, usually from 9.22 µM), for the others: at the top dose activation, negative = inhibition, most hits filed as activators; Huh7 Rab9 promoter-luciferase reporter, luminescence, 24 h; also: % of control where 0% means no effect; nearly all actives have a fitted effect of over 60% in size
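Luciferase signal after 10 min detection reagent at ambient indicates Rab9 promoter upregulation; stably transfected Huh7 cells were treated 24 h with compound in DMSO at 37 °C, 5% CO2.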
uPA surface inh: qHTS for Inhibitors of Cell Surface uPA Generation; cell surface uPA generation assay, qHTS; Potency, µM (titrated, usually from 38.3 µM), for the others: at the top dose activity change, negative = inhibition, actives largely listed as inhibitors; actives 0.31% (n = 330,000); AID 540303, 2011; active = well fitted inhibition curve with a large enough effect; inconclusive = small, poorly fitted or top-dose-only effect; inactive = no such curve, though single readings can be large or run the other way; tested in mouse RAW 264.7 cells; also: % is scaled to controls: 0 for no effect and ±100 for the full control effect; nearly all actives have a fitted effect of over 55% in size
BRCA1 expr act: qHTS Assay to Identify Small Molecule Activators of BRCA1 Expression | Potency, µM (doses to about 46.1 µM), for the others: top-dose activation, hits mostly activators | actives 1.1% (n = 380,000) | MCF7-BRCA1-FFLuc reporter, luminescence, 48 h; response scale: scaled: vehicle 0%, 10 µM genistein 100%; also: nearly all actives have a fitted effect of over 80% in size; some results filed as inactive show a strong effect at the top dose
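Luminescence from a BRCA1-driven firefly luciferase in MCF7 cells was read after 48 h compound exposure at 37 C. Data normalized against DMSO and a 10microM genistein activation control, then curve-fitted across the titration.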
MBNL1 CUG block: qHTS Assay for Inhibitors of MBNL1-poly(CUG) RNA binding. Muscleblind-like protein 1 (Homo sapiens), Q9NR56. AID 2675, 2010. TR-FRET MBNL1-His/biotin-(CUG)12 binding, 665/545 ratio. Potency, µM (top dose mostly 57.5 µM), for the others: at the top dose activity change, negative = inhibition, hits mostly inhibitors. actives 0.036% (n = 280,000); active = well fitted inhibition curve with a large enough effect in the signal ratio, with a control signal flat, not every such curve was filed as active; inconclusive = small, poorly fitted or top-dose-only effect, or effect the other way, or a change in a side signal; inactive = no such curve, though single readings can be large or run the other way; the % refers to the signal ratio; also: % is scaled to controls: 0 for no effect and ±100 for the full control effect
Target sequence (Q9NR56 whole entry, looked up): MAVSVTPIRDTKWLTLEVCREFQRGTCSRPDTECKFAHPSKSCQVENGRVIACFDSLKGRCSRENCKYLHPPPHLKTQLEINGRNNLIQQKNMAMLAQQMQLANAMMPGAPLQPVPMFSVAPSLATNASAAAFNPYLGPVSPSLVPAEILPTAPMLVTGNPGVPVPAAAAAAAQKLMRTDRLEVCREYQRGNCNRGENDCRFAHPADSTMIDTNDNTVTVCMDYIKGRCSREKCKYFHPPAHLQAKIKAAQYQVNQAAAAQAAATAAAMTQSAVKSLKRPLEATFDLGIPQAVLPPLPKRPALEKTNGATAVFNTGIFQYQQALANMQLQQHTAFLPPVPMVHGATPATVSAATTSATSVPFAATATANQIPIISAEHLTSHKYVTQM
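MBNL1-His + Biotin-(CUG)12, cpd titration 92 nM–58 uM; Tb anti-His Ab 0.055 ng/ul, SA-XL665 5 nM (final); 60 min RT; ratiometric 665/545 nm, Ex 340 nm; normalized to buffer and full-complex controls.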
VP16 counter: VP16 counterscreen qHTS for inhibitors of ROR gamma transcriptional activity | AID 2546, 2010 | Potency, µM (top dose mostly 53.6 µM), for inactives: at the top dose activity, negative = inhibition, usual class: inhibitors | actives 3.5% (n = 310,000) | Drosophila S2 Gal4-VP16 UAS-luciferase, luminescence, 20 h;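 also: Gal4-VP16 expression switched on by copper sulfate through the metallothionein promoter; % is scaled to controls: 0 for no effect and ±100 for the full control effect; nearly all actives have a fitted effect of over 50% in size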
NPC1 prom act: qHTS Assay for NPC1 Promoter Activators; AID 485313, 2010; Potency, µM (titrated, usually from 9.22 µM), for inactives: at the top dose activation, usual class: activators; Huh7 NPC1 promoter luciferase reporter, 24 h; actives 2.4% (n = 320,000);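 also: % of control where 0% means no effect; nearly all actives have a fitted effect of over 60% in size; reporter is driven by a mutant NPC1 promoter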
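Quantitative HTS used a cell-based reporter: Huh7 cells stably bearing the NPC1 promoter upstream of luciferase were treated with compounds for 24 h, and promoter activation was read as luminescence.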
p53 reactivator: qHTS assay for re-activators of p53 using a Luc reporter. actives 0.063% (n = 320,000). H1299 p53-A138V BP100-luciferase reporter, luminescence, 24 h. Potency, µM (top dose mostly 92.2 µM), for inactives: at the highest dose activity change, positive = activation, hits mostly activators; also: % of control where 0% means no effect; nearly all actives have a fitted effect of over 45% in size
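H1299 (p53-null), stable ts p53-A138V + BP100-Luc; 1000 cells/well, Opti-MEM/10% FBS; cpd 4 pt, 1:5; 24 h, 37 deg C, 5% CO2; detection reagent 10 min RT; luminescence.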
RORg inh: qHTS for inhibitors of ROR gamma transcriptional activity; AID 2551, 2010; Potency, µM (series often up to 53.6 µM), without a hit: top-dose activity change, negative = inhibition, actives largely listed as inhibitors; Drosophila S2 Gal4-RORgamma UAS-luciferase reporter, 20 h; actives 5.4% (n = 310,000); also: % is scaled to controls: 0 for no effect and ±100 for the full control effect; nearly all actives have a fitted effect of over 60% in size
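Stably transfected Drosophila Schneider cells are the test system, with ROR gamma fused to Gal4 and luciferase under UAS control; luminescence is read after 20 hr of 700 uM copper sulfate induction at ambient temperature.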
ELG1 genotoxic: qHTS screen for small molecules that induce genotoxicity in human embryonic kidney (HEK293T) cells expressing luciferase-tagged ELG1 | actives 1.3% (n = 330,000) | Potency, µM (doses to about 46 µM), for the others: top-dose activity change, positive = activation, usual class: activators | HEK293T ELG1-luciferase reporter, luminescence, 16 h; also: % of control where 0% means no effect; nearly all actives have a fitted effect of over 60% in size
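Screening used a luciferase reporter fused to human ELG1 in HEK293T cells. Luminescence was read on a CCD plate imager after 16 hr exposure and 30 min ONE-Glo incubation.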
An asterisk follows results filed as active; ? = inconclusive; . = no result given; & = joins results of further samples; [ ] = another dose, or the depositor's remark. Unless noted, calls follow the shape of the dose curve; as a rule, active = well fitted curve in the direction sought with a large enough effect; inconclusive = small, poorly fitted or top-dose-only effect, or another doubt; inactive = no such curve, though single readings can be large; an effect the other way counts as inactive or inconclusive. Potency is read from the fitted curve at half-maximal effect.

SMILES	FLuc counter	Rab9 prom act	uPA surface inh	BRCA1 expr act	MBNL1 CUG block	VP16 counter	NPC1 prom act	p53 reactivator	RORg inh	ELG1 genotoxic
Cc1ccc(C(=O)NCCc2nnc3ccc(NCc4ccc5c(c4)OCO5)nn23)cc1	4.4%	-2.4%	2.4%	-7.8%	5.4%	-1.5%	-3.6%	7.9%	-13.0%	24.5%
COc1ccc(S(=O)(=O)N2CCC(N3CCCC3)CC2)cc1	6.1%	-9.8%	-0.2%	2.9%	-6.7%	-6.6%	0.3%	3.4%	-8.7%	-0.2%
COc1ccc(CCN2CC(C(=O)O)CC2=O)cc1 (stereo not drawn)	2.1%	-1.0%	8.8%	14.7%	-5.0%	-5.4%	0.3%	-4.7%	-0.1%	0.1%
CCOc1ccc(C(=O)Nc2ccncc2)cc1	?	24.6%	-18.4%	-3.6%	3.1%	-13.5%	22.8%	5.5%	?	2.3%
Cc1ccsc1C(=O)N1CCc2ccccc2C1	?	18.1%	-12.3%	84.6%	-2.2%	?	5.3%	17.6%	-9.5%	?
CC(=O)C1=C(O)C(=O)N(c2ccc(O)cc2)C1c1ccccc1[N+](=O)[O-] (stereo not drawn)	2.1%	-2.4%	13.6%	5.1%	?	4.3%	2.8%	.	1.9%	0.3%
O=C(OCc1nc2ccsc2c(=O)[nH]1)c1ccc(Cl)s1	1.6%	0.4%	4.9%	1.3%	.	.	0.8%	-3.9%	.	0.8%
COc1cc(NC(=O)CN(C)Cc2ccc(OC(F)F)cc2)c(C)cc1[N+](=O)[O-]	-0.5%	0.2%	-3.6%	-12.9%	14.8%	-8.7%	-2.7%	8.1%	?	-6.6%
O=C(O)CCN1Cc2ccccc2C1=O	13.1%	0.4%	-4.2%	0.8%	-3.5%	-4.9%	8.3%	1.2%	0.8%	-0.1%
CCOC(=O)CN1C(=O)C(=O)N(Cc2c(Cl)cccc2Cl)C1=O	2.8%	-2.2%	2.5%	4.2%	5.0%	0.7%	-4.2%	0.5%	-42.8%	-0.5%
C=C1CCC[C@]2(C)C[C@H]3OC(=O)C(CNCC(C)C)[C@H]3CC12 (stereo partly drawn)	1.8%	0.4%	?	-5.0%	-1.6%	6.2%	-5.0%	7.7%	-1.7%	-5.3%
O=C(Nc1ccccc1)OC1CCS(=O)(=O)C1 (stereo not drawn)	-1.8%	-1.5%	-2.7%	-0.6%	-11.9%	?	-2.2%	2.1%	3.5%	2.0%
N#C/C(=C\c1ccc(OCC(N)=O)cc1)c1ccccc1	3.79µM*	22.2%	-4.4%	24.1%	.	?	24.9%	28.1%	-43.9%	?
COc1ccccc1N1CCN(C(=O)c2cc(-c3ccc(F)cc3)on2)CC1	0.8%&-13.2%	-2.2%	3.9%	-14.9%	4.3%	-13.1%	-1.6%	-0.5%	17.1%	-4.0%
CC1CCC(NS(=O)(=O)c2cccc3nsnc23)CC1 (stereo not drawn)	-1.4%	1.6%	-0.4%	-12.2%	?	12.7%	-0.3%	0.4%	-0.3%	-2.7%
CCOC(=O)c1sc2nc(C)nc(NCc3ccc(F)cc3)c2c1C	-9.1%	0.0%	4.4%	-86.1%	2.9%	0.4%	-0.5%	2.7%	62.7%	-15.4%
COc1cc(/C=C/C(=O)OCC(=O)Nc2cccc(Oc3ccccc3)c2)ccc1O	?	1.3%	-4.4%	-19.6%	-4.0%	-2.6%	-2.5%	5.1%	?	1.2%
O=C(CCC1CCCN(C(=O)c2cncs2)C1)NCc1ccc(F)c(F)c1 (stereo not drawn)	-7.3%	-3.2%	-0.9%	0.0%	-8.0%	-1.1%	-3.3%	2.2%	33.4%	1.1%
CN(C)S(=O)(=O)N1CCc2ccc(NC(=O)C3CCCO3)cc2C1 (stereo not drawn)	-2.5%	2.3%	-2.2%	-9.9%	-1.6%	.	-4.4%	.	.	6.1%
CC(=O)Nc1ccc(C(=O)OCC(=O)Nc2c(F)cccc2F)cc1	5.0%	13.5%	8.3%	-18.8%	.	-14.6%	2.0%	6.4%	0.1%	1.0%
Cc1c(N/C(=N/S(=O)(=O)c2cc([N+](=O)[O-])ccc2Cl)c2ccccc2)c(=O)n(-c2ccccc2)n1C	-0.3%	-2.1%	0.1%	-1.3%	?	26.1%	-6.4%	0.7%	1.7%	1.2%
O=C(CN1C(=O)CSc2ccc(S(=O)(=O)N3CCOCC3)cc21)NCCCN1CCCCC1	-1.1%&-1.0%	1.2%	-8.1%	4.3%	-2.6%	-7.2%	3.4%	1.9%	0.0%	-0.5%
O=C(O)COc1c(Cl)cc(/C=C2/NC(=O)NC2=O)cc1Br	-14.0%	-8.1%	-1.1%	-12.9%	?	-1.6%	-3.5%	-1.4%	-9.6%	5.4%
O=C(CC1C(=O)NCCN1C(=S)Nc1ccccc1)Nc1ccc(F)cc1 (stereo not drawn)	3.8%	-0.6%	3.1%	1.9%	-6.8%	-11.6%	2.7%	-18.3%	?	0.6%
CC(C)COc1ccc(Br)cc1CNC(C)(C)C	0.2%	9.9%	-3.1%	-2.0%	0.4%	0.0%	0.0%	-2.4%	-6.2%	-12.1%

Some of these compounds in order of the Rab9 prom act value, descending:
SMILES,Rab9 prom act
COc1cc(/C=C/C(=O)OCC(=O)Nc2cccc(Oc3ccccc3)c2)ccc1O,1.3%
O=C(OCc1nc2ccsc2c(=O)[nH]1)c1ccc(Cl)s1,0.4%
CC(=O)C1=C(O)C(=O)N(c2ccc(O)cc2)C1c1ccccc1[N+](=O)[O-] (stereo not drawn),-2.4%

Next compounds
SMILES	FLuc counter	Rab9 prom act	uPA surface inh	BRCA1 expr act	MBNL1 CUG block	VP16 counter	NPC1 prom act	p53 reactivator	RORg inh	ELG1 genotoxic
CCOC(=O)[C@@H]1[C@H]2COc3ccccc3[C@@H]2N2C(=O)N(c3cccc(C)c3)C(=O)[C@]12C	0.4%	8.7%	-9.9%	1.4%	-5.6%	2.4%	-0.6%	.	-0.2%	2.7%
CCOC(=O)C(Cc1ccc(N)cc1)N1C(=O)c2ccccc2C1=O (stereo not drawn)	0.6%	-1.1%	3.5%	-8.2%	3.0%	?	1.7%	.	?	-4.0%
Cc1cc(Br)ccc1N=C1NC(=O)CS1	-4.0%	-0.1%	6.7%	5.6%	-3.8%	0.9%	-8.6%	-117.5%[inhibitor]	1.9%	9.1%
COc1ccccc1C(=O)Oc1cc(N)n(S(=O)(=O)c2ccc(C)cc2)n1	-10.5%	9.3%	0.3%	-32.0%	-5.9%	-1.8%	1.1%	11.4%	-14.1%	-4.9%
Cc1ccc(C(=O)O)c(C(=O)Nc2nc3ccccc3s2)c1	15.1µM*	19.5%	0.1%	39.6%	1.6%	1.1%	19.5%	14.3%	-0.4%	5.7%
Cc1ccc(C)c(NC(=O)Cc2ccc(S(=O)(=O)N3CCCCC3)s2)c1	5.6%	-5.0%	14.6%	-29.1%	3.0%	-8.5%	-8.8%	1.0%	?	-4.7%
Cc1cc(C)cc(NC(=O)Cn2cnc3c(nnn3Cc3ccc(F)cc3)c2=O)c1	0.4%	2.0%	1.1%	7.7%	6.5%	-0.2%	-0.2%	0.3%	0.4%	?
O=C(CN1C(=O)C2C3C=CC(C3)C2C1=O)OCC(=O)c1ccccc1 (stereo not drawn)	2.1%	-2.9%	0.9%	0.0%	.	-0.6%	-1.3%	8.7%	42.8%	3.4%
CCN(CC)S(=O)(=O)c1cccc(NC(=O)COC(=O)c2cc(C)oc2C)c1	2.2%	2.5%	0.6%	1.4%	-2.4%	1.1%	-5.0%	-4.7%	20.6%	-8.4%
CCOC(=O)c1cnc(SC)nc1Oc1cccc(NC(=O)c2cccc(Cl)c2Cl)c1	-0.4%	0.2%	-0.2%	-3.5%	12.2%	2.1%	-3.0%	4.0%	-11.0%	3.1%
COc1ccc(S(=O)(=O)NCCC(=O)NCc2ccc(F)cc2)cc1	1.5%	0.2%	.	-23.3%	0.6%	-6.6%	-3.5%	0.9%	0.5%	-0.1%
NS(=O)(=O)c1ccc(CNC(=O)C2CCCN2C(=O)c2cccs2)cc1 (stereo not drawn)	.	.	-2.4%	-45.5%	.	.	.	2.2%	.	4.0%
CCOC(=O)NC(Nc1cc(C)on1)(C(F)(F)F)C(F)(F)F	-2.7%	2.5%	-1.1%	-23.1%	-19.7%	-0.2%	6.1%	1.4%	3.3%	1.0%
CN(CC(=O)NCc1ccc(Cl)cc1)S(=O)(=O)c1cccc2nsnc12	-0.7%	-5.2%	4.7%	4.2%	?	-4.8%	-2.6%	-14.6%	0.5%	-4.1%
CC(C)(C)OC(=O)NCCCCCNC(=O)c1[nH]cnc1C(=O)Nc1ccon1	?	-1.9%	-16.2%	0.0%	.	.	16.4%	-2.6%	.	-2.9%
COc1ccccc1NC(=O)N1CCc2[nH]c3ccc(F)cc3c2C1	-5.9%	-0.5%	7.2%	-21.5%	-10.1%	-26.8%	-17.7%	-1.8%	19.9%	-2.5%
Cc1cccc(C)c1Nc1nnc(SCC(=O)NCCCN2CCCC2=O)s1	.	.	5.8%	-0.7%	.	.	.	3.4%	.	-2.8%

From PubChem BioAssay
